Screens (PubChem)
EP2 mod – modulators of human EP2 prostaglandin E2 receptor; EP2-expressing cells, cAMP HTRF FRET, PGE2 co-stimulation; P43116; induction, % at 25 µM; actives 0.83% (n = 260,000);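 active = compounds whose cAMP rise, as percent of the full-agonist control response, exceeds 60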;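 note: rat C6 glioma line stably carrying human EP2 under a CMV promoter; the protocol text gives 20 µM as final concentration; 100% = response of wells given 1 µM PGE2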
Target sequence (P43116 whole entry, looked up): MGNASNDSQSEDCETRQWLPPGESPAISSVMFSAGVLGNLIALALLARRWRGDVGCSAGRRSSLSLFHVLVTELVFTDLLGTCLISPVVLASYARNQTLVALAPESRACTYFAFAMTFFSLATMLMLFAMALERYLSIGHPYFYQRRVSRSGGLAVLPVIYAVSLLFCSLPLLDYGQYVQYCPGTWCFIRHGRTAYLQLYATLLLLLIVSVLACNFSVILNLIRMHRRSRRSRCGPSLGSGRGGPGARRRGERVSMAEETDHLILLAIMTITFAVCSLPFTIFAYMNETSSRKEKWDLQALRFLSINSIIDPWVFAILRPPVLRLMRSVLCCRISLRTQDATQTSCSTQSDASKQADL
An asterisk follows results filed as active; & = joins results of further samples. Some of the compounds tested; count on the stated rates, not on these rows.

| Structure | EP2 mod |
| --- | --- |
| O=C(CC1CC2CCC1C2)N1CCC(O)(c2ccccn2)CC1 (stereo not drawn) | -1.4 |
| O=C(NC1CCCc2c1cnn2-c1ccc(F)cc1)C1CC1 (stereo not drawn) | -35.1 |
| Cc1cc(C)c2[nH]c(=O)c(C(c3nnnn3Cc3ccccc3)N3CCOCC3)cc2c1 (stereo not drawn) | -40.6 |
| NC(=O)NO | 26.4&18.1 |
| CN=C1Sc2nc3c(C)cc(C)cc3cc2CN1CC1CCCO1 (stereo not drawn) | 34.2 |
| CCCOc1ccc(C(=O)Nc2sc(C)c(C)c2C#N)cc1 | 1.9 |
| C#CCCN1CCN(Cc2cn(CC(=O)NC3CCCC3)c3ccccc23)CC1 | -35.5 |
| O=C(CCCN1CCC(O)(c2cccc(C(F)(F)F)c2)CC1)c1ccc(F)cc1 | 3.4 |
| O=C1c2cccc3c(Br)ccc(c23)C(=O)N1c1ccc(N2CCOCC2)cc1 | -3.1 |
| CC(C)c1ccccc1S(=O)c1ccccc1C(C)(C)O (stereo not drawn) | 15.2 |
| COc1ccc(-c2cc(C(F)(F)F)nc(S(=O)(=O)CCC(=O)NCc3cccnc3)n2)cc1 | -32.3 |
| COc1ccc(CN(Cc2ccc3ncccc3c2)CC2CCCO2)c(OC)c1OC (stereo not drawn) | 2.8 |
| CC(C)=CCC/C(C)=C/CC/C(C)=C/CSc1ccccc1C(=O)O | 73.4* |
| COc1ccccc1C1(O)CCN(Cc2ccnc3ccc(Cl)cc23)CC1 | -71.2 |
| COc1ccc([C@@H](Nc2ncccn2)c2cc3c(cc2O)OCO3)cc1 | 11.9 |
| CCC(CN1CCOCC1)NC(=O)Cc1csc(Nc2cccc(C)c2)n1 (stereo not drawn) | -30.6 |
| COc1ccccc1CNc1n[nH]c2nc(C)cc(C)c12 | -69.3 |
| CCC(c1ccc(F)cc1)n1cc(C(=O)NC(C)c2ccncc2)nn1 (stereo not drawn) | -0.4 |
| O=S(=O)([O-])CCc1cccc[n+]1CC(O)CO (stereo not drawn) | -9.5 |
| CCc1ccccc1NC(=O)CSc1nc2cc(C)cc(C)c2cc1C#N | 26.1 |
| O=C(NC1CCCCC1)NC1CC2CCCC(C1)N2Cc1ccccc1 (stereo not drawn) | -1.3 |
| O=C(Cn1nc(C(F)(F)F)c2c1CCCC2)NC1CCCCC1 | 25.8 |
| COc1ccc2nc(-c3ccc(NC(C)=O)cc3)[nH]c2c1 | -50.2 |
| CCOc1ccccc1C(C(=O)NC1CCCCC1)N(C(=O)c1csnn1)C1CC1 (stereo not drawn) | -15.1 |
| CCC(C)(C)n1nnnc1C(c1cc2cccc(C)c2[nH]c1=O)N1CCN(c2ccccc2F)CC1 (stereo not drawn) | 23.7 |
| CCOc1ccc2c(c1)oc(=O)c1ccccc12 | -56.9 |
| Cc1nc2c(c(=O)[nH]1)CCN(C(=O)c1cc(C3CC3)oc1C)C2 | -1.1 |
| O=C(CNC1CC1)NCc1cccs1 | 1.6 |
| Cc1sc2nc(C)n3c(=O)n(CC(=O)N4CCCCC4)nc3c2c1C | -23.8 |
| C=CCNC(=O)c1c(NC(=O)COc2cccc(C)c2)sc2c1CCCC2 | 1.1 |
| O=C(CN1CCC(O)(c2cccnc2)CC1)Nc1ccccc1Cl | -57.4 |
| CC(=O)c1ccc[nH]1 | -5.4 |
| O=C(O)c1cncc(C(=O)O)c1 | 16.4 |
| CCn1c(SCC(=O)Nc2nc(C)cs2)nnc1-c1ccc(C)cc1 | 18.3 |
| C=CCn1c(N2CCC(C(=O)Nc3ccc4c(c3)OCCO4)CC2)nc2ccccc21 | -31.6 |
| Oc1ccc(CNc2ccccc2Cl)c2cccnc12 | -9.7 |
| Cc1cc(-c2cnc(C)nc2C2CCCN(Cc3cccnc3)C2)on1 (stereo not drawn) | -25.5 |
| CCOc1ccc(CN(Cc2ccco2)C(=O)c2cc3ccccc3oc2=O)cc1 | -56.0 |
| COc1ccccc1NC(=O)N(Cc1ccc(F)cc1)Cc1nc2ccccc2c(=O)[nH]1 | 30.5 |
| CC(=O)N1N=C(c2cccc(NS(C)(=O)=O)c2)CC1c1ccc2c(c1)OCO2 (stereo not drawn) | -26.4 |
| COc1cc2[nH]c(=O)c(C(=O)NC3CCCC3)c(O)c2cc1OC | -19.9 |
| CC(C)(C)c1nn(-c2ccccc2)c2[nH]c(=O)c(CNCCCN3CCOCC3)cc12 | -17.4 |
| O=c1[nH]c(=S)[nH]c2c1CN(CCCN1CCOCC1)CN2 | -42.4 |
| O=C(c1ccn[nH]1)N1CCC2(CC1)Nc1ccccc1-n1cccc12 | -50.0 |
| CC(Sc1nc(=O)cc(N)n1-c1ccccc1)C(=O)Nc1cccc2ccccc12 (stereo not drawn) | -13.4 |
| COc1ccccc1CC(=O)NC(c1ccc(F)c(F)c1)c1nccn1C (stereo not drawn) | -11.4 |
| COc1ccc2cc(CN(CCN3CCOCC3)Cc3cccnc3)c(OC)nc2c1 | -0.3 |
| CCN1CCN(c2ccc(NC(=O)c3ccc(C)cc3C)cc2)CC1 | -53.2 |
| COc1ccc(-c2nc3cnccn3c2NCc2ccc(C)cc2)cc1CO | -49.1 |
| N[C@H](C(=O)O)[C@H](N)C(=O)O | 18.1 |

Next part
| Structure | EP2 mod |
| --- | --- |
| CCc1cc2ccc(C)cc2nc1SCC(=O)Nc1ccccc1F | 34.8 |
| COc1ccc(OCC(=O)Nc2sc3c(c2C#N)CCCCC3)cc1 | -26.4 |
| CC(C)c1nnc(NC(=O)C(=O)Nc2ccc3c(c2)OCCO3)s1 | -25.3 |
| N=c1oc2cc(O)ccc2cc1C(=O)Nc1ccccc1 | -81.4 |
| COc1ccc(N(C(=O)c2csnn2)C(C(=O)NC(C)(C)C)c2cccc(C)c2)cc1 (stereo not drawn) | -1.5 |
| N=C(N)SC(c1ccccc1)c1ccccc1 | 5.3 |
| CC(=O)N1CCCN(S(=O)(=O)c2ccc3c(c2)oc(=O)n3C(C)C)CC1 | -19.4 |
| COc1ccccc1CCNC(=O)Cn1nc(C)n2c(cc3sccc32)c1=O | -4.4 |
| COc1ccc(CN[C@H](C)C(=O)O)cc1 | 2.2 |
| CCOC(=O)C1=C(C)NC(=O)NC1c1cccc(OC)c1OCC#N (stereo not drawn) | -46.6 |
| COc1ccccc1CN1CCC(C(=O)NC(C)(C)C)CC1 | -7.5 |
| COCCn1c(SCC(=O)N2CCCC2)nnc1-c1ccco1 | -4.9 |
| COc1cc(NC(=O)CSc2nnc(-c3ccccc3)n2C)cc(OC)c1 | -3.0 |
| Cn1c(=O)[nH]c(=O)c2c1nc(Sc1ncccn1)n2CCc1ccccc1 | -12.9 |
| C=CCn1c(=O)c(C(=O)NCC)c(O)c2ccccc21 | 69.7* |
| CCC(=O)Nc1nc2c(Cl)c(Cl)ccc2s1 | -76.7 |
| COCCCN(C(=O)c1ccccc1)c1nc(-c2cc(OC)ccc2OC)cs1 | 56.6 |
| COc1ccccc1OCc1nnc(SCC(=O)Nc2nc3ccccc3s2)n1C | -1.6 |
| O=C(c1cccnc1)C1CCN(C(=O)c2cc(F)cc(F)c2)CC1 | -6.5 |
| CCC(=O)Nc1nc(-c2ccc3c(c2)CC(C)N3C(=O)C2CC2)c(C)s1 (stereo not drawn) | -51.5 |
| CCOc1ccc(-n2nnnc2SCC(=O)NCc2ccc3c(c2)OCO3)cc1 | -73.8 |
| CCOC(=O)Cn1nnnc1CN(Cc1ccccc1)Cc1cc2cc(C)ccc2[nH]c1=O | 11.8 |
| CCNC(=S)N1CCN(c2nc(-c3ccc(F)cc3)cs2)CC1 | 13.3 |
| COc1ccc(OC)c(NC(=O)CSc2nc3cccnc3n2Cc2ccccc2)c1 | 45.7 |
| O=C(O)CCC(=O)NCCc1ccncc1 | -5.0 |
| Cc1cc(N(C)C)nc(N2CCC(C(=O)NC3CCCCC3C)CC2)n1 (stereo not drawn) | 2.5 |
| O=C(CN1C(=O)c2ccccc2S1(=O)=O)NCc1ccc(Cl)cc1Cl | -15.7 |
| O=C(N1CCc2nc(N3CCCC3)[nH]c(=O)c2C1)C1(c2ccccc2)CC1 | -26.4 |
| COc1ccccc1C(=O)NCCN1CCC(O)(c2ccc(F)cc2)CC1 | -18.4 |
| Cc1ccc(C(C(=O)NC2CCCC2)N(C(=O)c2csnn2)c2ccc(Cl)cc2)o1 (stereo not drawn) | -5.2 |
| C=CCn1c2cc(C)sc2c2cnn(CC(N)=O)c(=O)c21 | -42.9 |
| O=c1[nH]c(N2CCCC2)nc2c1CCN(Cc1cccc3nccnc13)C2 | -14.1 |
| Fc1cc(F)cc(CN(CCCN2CCOCC2)Cc2cccnc2)c1 | -25.7 |
| C[C@]12C=CC(=O)C=C1CCC1C2[C@@H](O)C[C@@]2(C)C1CC[C@]2(O)C(=O)CO (stereo partly drawn) | 24.0 |
| Cc1cccc(OCc2nnc(SCC(=O)NC3CCCC3)n2C)c1 | 20.7 |
| CC(C)C(c1nnnn1C(C)(C)C)N1CCC(C(N)=O)CC1 (stereo not drawn) | -4.0 |
| CCOc1ccc(N(CC(=O)N2CCCCCC2)S(=O)(=O)c2ccc(OC)c(OC)c2)cc1 | 15.1 |
| COc1ccc(CN(Cc2cnc(N(C)C)nc2)CC2CCCO2)c(OC)c1 (stereo not drawn) | -5.9 |
| CCOc1ccc(NC(=O)CSc2nnc3c(n2)[nH]c2ccc(OC)cc23)cc1 | -40.8 |
| COc1ccc(Cc2nnc(NC(=O)c3cc(Cl)ccc3OC)s2)cc1OC | -31.4 |
| O=C(O)NCc1ccccc1 (tested in a mixture with another compound) | 68.1* |
| O=C(c1ccco1)N1CCCC(c2nc3sc4c(c3c(=O)[nH]2)CCCC4)C1 (stereo not drawn) | 7.2 |
| CCc1cc2cc3c(cc2nc1SCC(=O)N1CC(=O)Nc2ccccc21)OCO3 | -5.9 |
| CCOc1ccc(C2/C(=C(/O)c3ccc(C)cc3)C(=O)C(=O)N2CCOC)cc1OC (stereo not drawn) | 1.6 |
| COc1ccc(OCc2nc(-c3cccc(C)c3)no2)cc1 | -31.9 |
| CCC(C)(C)C(=O)Nc1nnc(Cc2ccc(OC)cc2)s1 | 9.8 |
| Nc1c(C(=O)NCc2ccc3c(c2)OCO3)sc2nc3cc4c(cc3cc12)OCCO4 | -86.1 |
| CC[C@H](Cn1ncc2ccccc2c1=O)NC(=O)C1CC1 | -26.6 |
| COc1cccc(NC(=O)CN2CCC3(CC2)CC(=O)c2ccccc2O3)c1 | -45.5 |
| CCOc1ccc(C2=C/C(=C/c3ccccn3)C(=O)O2)cc1 | 31.6 |

(further entries)
| Structure | EP2 mod |
| --- | --- |
| Cn1c(N2CCC(C(=O)NC3CCCC3)CC2)nc2ccccc21 | -14.2 |
| COc1ccc(-c2cc(C(F)(F)F)nc(SCC(=O)NC3CC3)n2)cc1OC | -18.5 |
| COc1ccccc1CCNC(=O)Cn1nc(C)n2c(cc3sc(C)cc32)c1=O | 26.5 |
| CCOC(=O)c1cccc(NC(=O)CSc2nnc(C)c(C)n2)c1 | 38.4 |
| COc1ccc(/C(O)=C2/C(=O)C(=O)N(CCN(C)C)C2c2cc(OC)ccc2OC)c(C)c1 (stereo not drawn) | -7.9 |
| CCc1ccc2[nH]c(=O)c(CN(C(=S)NCC3CCCO3)C3CCCCC3)cc2c1 (stereo not drawn) | 6.6 |
| Cc1csc(NC(=O)CSc2nnc(CNC(=O)c3ccccc3F)n2C)n1 | -22.7 |
| C[C@H](Cn1nnc2ccccc21)NC(=O)Cc1n[nH]c(=O)c2ccccc12 | 0.7 |
| O=C1OCc2ccc(NC(=O)c3cccc4ccccc34)cc21 | 15.5 |
| Cc1ccc2[nH]c(=O)c(CN(C3CCCCC3)S(=O)(=O)c3cccc4nsnc34)cc2c1 | 6.8 |

Some of these compounds in order of the EP2 mod value, falling:
SMILES	EP2 mod
CCOC(=O)c1cccc(NC(=O)CSc2nnc(C)c(C)n2)c1	38.4
O=C1OCc2ccc(NC(=O)c3cccc4ccccc34)cc21	15.5
C[C@H](Cn1nnc2ccccc21)NC(=O)Cc1n[nH]c(=O)c2ccccc12	0.7

Next entries
| Structure | EP2 mod |
| --- | --- |
| Nc1cc(N)nc(SCc2c(Cl)cccc2Cl)n1 | -36.6 |
| COc1ccc(Br)cc1/C=C/C(=O)NCC1(c2ccccc2)CCOCC1 | -92.3 |
| CCOC(=O)C1CCN(C(=O)CN(c2ccc(CC)cc2)S(C)(=O)=O)CC1 | -21.5 |
| COc1cccc(NC(=O)c2c(O)c3cc(OC)c(OC)cc3[nH]c2=O)c1 | -12.6 |
| CCC(=O)N(C)c1nc(-c2cc(OC)ccc2OC)cs1 | 49.7 |
| C=CCOc1ccc(C2NC(=O)NC(C)=C2C(=O)OCC)cc1 (stereo not drawn) | -43.4 |
| Cc1ccc2[nH]c(=O)c(CN(C(=O)c3ccco3)C3CCCCC3)cc2c1 | -3.8 |
| CC(C)C(=O)N1CCN(c2ccccc2NC(=O)c2ccccc2F)CC1 | 21.2 |
| Cc1cc(C)nc(NC(=O)c2ccccc2C(=O)O)n1 | 9.7 |
| COc1ccc2[nH]c(=O)c(CN(C)C(=O)c3ccccc3C)cc2c1 | -39.7 |
| CC(C)CC(NC(=O)C1C2CC3CC(C2)CC1C3)c1nc2cccnc2n1C (stereo not drawn) | -5.4 |
| N=C(N)SCc1cccc2c(=O)cc(-c3ccccc3)oc12 | 21.8 |
| COc1ccc(C2C=C(c3ccc(F)cc3)Nc3ncnn32)cc1OC (stereo not drawn) | -72.7 |
| Cc1cc(C)c2cc(CN(Cc3cccnc3)C(=S)Nc3ccccc3)c(=O)[nH]c2c1 | 27.9 |
| O=C(CSc1nnc2ncccn12)N1c2ccccc2Sc2ccc(Cl)cc21 | 39.3 |
| Cc1ccc(N(C(C)C(=O)N2CCOCC2)S(C)(=O)=O)cc1 (stereo not drawn) | 2.0 |
| Nc1ncnc2c1nc(Br)n2C1OC2COP(=O)(O)O[C@@H]2C1O (stereo partly drawn) | 93.1* |
| Cc1ccc(Cn2c(SCC(=O)Nc3ccc4c(c3)OCO4)nc3c2c(=O)n(C)c(=O)n3C)cc1 | 16.8 |
| O=S(=O)(NC1CCCC1)c1ccc(S(=O)(=O)N2CCN(Cc3ccccc3)CC2)cc1 | -3.5 |
| COc1ccc(OC)c2[nH]c(C(=O)N3CCn4c(nnc4C4CC4)C3)cc12 | -73.9 |
